Compound activity: PubChem BioAssay, several laboratories
ANO1 block = TMEM16A chloride channel inhibitors, primary screen, cell-based, HTS | HEK293 TMEM16A/YFP iodide influx fluorescence, ionomycin | AID 588511, 2011 | 1.2% of 310,000 active | normalized B-score (activity score, 25-100; higher = stronger inhibition) at 10 µM;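 active means ratio plate-corrected score three or more library SD toward inhibition, starting fluorescence score within five deviations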;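 further: score derived from kinetic fluorescence span divided by baseline fluorescence per well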
hERG protect = hERG rescue from dofetilide block, primary screen, cell-based, CHO-hERG, FluxOR thallium flux, dofetilide IC70; AID 1511, 2009; dofetilide IC70 present; activation (rescue from dofetilide block), less the hit threshold, % at 10 µM; 0.51% of 310,000 active;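 active means activation above the mean of controls blocked by dofetilide plus 5 SD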;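 further: thallium influx through hERG after potassium depolarization seen as dye fluorescence rise; in these data hits start at about 4.7%; inactives centre near -7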
KCNQ1 block = inhibitors of human KCNQ1 channel, primary screen, cell-based, thallium flux, high-throughput | CHO-K1 KCNQ1, FluxOR thallium flux fluorescence; active compounds read high | AID 2642, 2010 | 1.3% of 310,000 active | B-score at 10 µM | Potassium voltage-gated channel subfamily KQT member 1 (Homo sapiens), P51787;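 active means compounds whose thallium flux B-score, printed positive for inhibition, exceeds three library SD while starting fluorescence stays within three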;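 further: channel opened by potassium depolarization with thallium stimulus after 20 min compound exposure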
Target sequence (P51787 whole entry, looked up): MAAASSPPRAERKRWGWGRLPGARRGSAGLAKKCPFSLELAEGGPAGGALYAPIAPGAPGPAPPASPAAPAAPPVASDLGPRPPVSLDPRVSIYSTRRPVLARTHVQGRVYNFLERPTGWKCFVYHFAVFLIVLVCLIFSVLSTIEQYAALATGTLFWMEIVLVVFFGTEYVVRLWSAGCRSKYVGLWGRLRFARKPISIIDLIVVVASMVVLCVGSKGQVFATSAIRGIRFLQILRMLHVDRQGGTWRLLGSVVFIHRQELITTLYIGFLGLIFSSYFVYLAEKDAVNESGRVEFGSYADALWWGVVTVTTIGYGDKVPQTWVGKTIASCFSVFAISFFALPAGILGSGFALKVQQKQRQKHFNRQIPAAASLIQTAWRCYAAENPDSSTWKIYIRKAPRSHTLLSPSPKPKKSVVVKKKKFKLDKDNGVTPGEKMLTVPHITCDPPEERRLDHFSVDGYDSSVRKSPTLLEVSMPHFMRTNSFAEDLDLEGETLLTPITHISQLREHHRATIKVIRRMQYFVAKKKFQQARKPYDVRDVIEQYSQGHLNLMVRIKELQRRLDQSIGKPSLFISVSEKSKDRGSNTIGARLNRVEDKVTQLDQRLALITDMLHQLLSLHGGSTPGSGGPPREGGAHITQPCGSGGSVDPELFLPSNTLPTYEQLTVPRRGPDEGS
RGS4 block = RGS4 inhibitors, primary screen, cell-based, HEK293 M3R inducible RGS4, calcium flux | 0.45% of 310,000 active | Fluo-4 calcium flux; active compounds read high; triggered by carbachol at its EC20 | AID 463165, 2010 | B-score at 10 µM;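 active means B-score, a plate-corrected calcium signal, over three deviations above library mean, with baseline fluorescence within five deviations of library mean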;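 further: RGS4 expression induced by doxycycline in cells with stable M3 receptor; B-score is computed from the integrated fluorescence ratio over baseline after carbachol; higher B-score means a larger calcium signal and so more RGS4 inhibition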
KCNK9 block = KCNK9 potassium channel inhibitors, primary screen, HEK293 cells, thallium flux; Potassium channel subfamily K member 9 (Homo sapiens), Q9NPC2; FluxOR thallium flux fluorescence; active compounds read low; B-score at 10 µM; 1.2% of 310,000 active;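 active means ratio B-score over 3 SD below the library mean, with starting fluorescence within 5 SD of its mean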;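 further: negative B-score means less thallium flux so channel inhibition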
Target sequence (Q9NPC2 whole entry, looked up): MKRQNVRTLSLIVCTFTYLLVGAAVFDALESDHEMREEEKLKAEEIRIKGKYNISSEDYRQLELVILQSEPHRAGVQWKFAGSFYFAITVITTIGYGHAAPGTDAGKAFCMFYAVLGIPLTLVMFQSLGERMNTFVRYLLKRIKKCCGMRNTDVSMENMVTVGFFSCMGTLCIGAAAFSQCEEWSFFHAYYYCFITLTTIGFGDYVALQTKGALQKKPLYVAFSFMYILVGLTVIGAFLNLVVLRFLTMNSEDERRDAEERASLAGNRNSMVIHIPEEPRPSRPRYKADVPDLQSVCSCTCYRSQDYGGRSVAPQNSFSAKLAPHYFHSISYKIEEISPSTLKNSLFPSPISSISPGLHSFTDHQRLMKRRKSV
RGS4 act = RGS4 potentiators or activators, primary screen, cell-based, HEK293 M3R inducible RGS4, calcium flux; carbachol calcium flux Fluo4; active compounds read low; B-score at 10 µM; 0.92% of 310,000 active; AID 463111, 2010;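 active means B-score of the integrated calcium signal more than 4 SD below the library mean, with starting fluorescence not abnormally high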;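 further: negative B-score means reduced calcium response which marks RGS4 activation or potentiation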
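System – HEK293 FlpIn-TREx cells, stable M3R, doxycycline-inducible RGS4 · Reagent – ECmax carbachol challenge · Times – compound preincubation 20 min at room temperature before agonist · Technique – Fluo4 fluorescence kinetic imaging of calcium · Measure – B score of integrated Fluo4 ratio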
TMEM16A act = TMEM16A chloride channel activators or potentiators, primary screen, cell-based, HTS; 0.3% of 340,000 active; AID 623877, 2012; HEK293 TMEM16A/YFP-H148Q/I152L, iodide quench fluorescence; active compounds read low; B-score at 10 µM;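 active means fluorescence-ratio B-score plate-corrected deviation score at least 3 library SD below zero, with starting fluorescence score within 5 deviations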;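 further: channel opened by trigger with iodide after compound preincubation; score built on the fluorescence ratio of max minus min over baseline; more negative score means more quench and so TMEM16A activation or potentiation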
KCNQ1 act = potentiators or activators of KCNQ1 channel, primary screen, cell-based, thallium flux, high-throughput; Potassium voltage-gated channel subfamily KQT member 1 (Homo sapiens), P51787; CHO-K1 KCNQ1, thallium flux FluxOR fluorescence; active compounds read high; B-score at 10 µM; 0.35% of 310,000 active;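 active means fluorescence ratio B-score, a plate-corrected score, at least three library SD, with initial intensity B-score within 5 SD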
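Medium – assay buffer, equal DMSO in all wells · Material – CHO-K1 cell line with stable KCNQ1 potassium channel expression · Signal – kinetic FluxOR thallium fluorescence, 10-s 1-Hz baseline, 110-s post-stimulus read · Compound – single concentration per compound, DMSO matched to controls · Schedule – 37 °C overnight plating, 90-min dark dye load, 20-min compound pretreatment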
KCNK3 inh = human KCNK3 channel inhibitors, primary screen, CHO cells, FluxOR thallium flux, B-score | Potassium channel subfamily K member 3 (Homo sapiens), O14649 | FluxOR fluorescence; active compounds read low | B-score at 10 µM | 0.84% of 340,000 active | AID 602410, 2012;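 active means B-score under library mean minus 4 SD, starting fluorescence ratio at most library mean plus 5 SD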;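 further: more negative B-score means stronger inhibition of thallium flux through KCNK3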
HDAC3 inhib = HDAC3 deacetylase inhibitors, primary screen, biochemical, fluorescence, cell-free homogeneous. recombinant HDAC3, fluorogenic peptide/trypsin coupled. 0.15% of 320,000 active. inhibition, % at 8.3 µM; in the data active means inhibition above about 26%, passing the limit was not always enough; inconclusive means no clear call, values can overlap the other calls
SKKanGAS inh = S. pyogenes SKKanGAS growth inhibitors in kanamycin, primary screen, streptokinase expression inhibitor project, SKKanGAS strain, BacTiter-Glo luminescence. 6 h. inhibition, % at 7.5 µM. 1.3% of 300,000 active. AID 1662, 2009;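 active means mean replicate score, as percent of positive control median, at least 50; inconclusive means mean below 50 but one replicate at or above 50; inactive means mean and every replicate below 50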;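 further: strain carries kanamycin resistance gene driven by streptokinase promoter and grows in 40 µg/ml kanamycin; loss of luminescence reflects streptokinase promoter inhibition or plain growth inhibition; 0% = median of DMSO wells and 100% = positive control at its reference dose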
The depositor's hits bear a star; i = inactive; ? = inconclusive; . = no result given.

SMILES | ANO1 block | hERG protect | KCNQ1 block | RGS4 block | KCNK9 block | RGS4 act | TMEM16A act | KCNQ1 act | KCNK3 inh | HDAC3 inhib | SKKanGAS inh
Cc1cc(OCC(=O)N(C)Cc2ccccc2)cc(C)c1Cl | i | -8 | i | i | i | i | i | i | i | 7 | 15
Cc1ccc(-c2nc3ccccc3o2)cc1NC(=S)NC(=O)/C=C/c1ccco1 | i | -7 | i | i | i | i | i | i | i | 2 | 4
Cc1ccc(C)c(NC(=S)NCCc2c[nH]c3ccccc23)c1 | i | -11 | i | i | i | i | i | i | i | 11 | -6
COc1ccc(N(CC(=O)NCC2CCCO2)C(=O)CCC(=O)Nc2cc(C)on2)cc1OC (stereo not drawn) | i | -4 | i | i | i | i | i | i | i | -2 | -3
CS(=O)(=O)N1CCC(C(=O)Nc2cccc(Br)c2)CC1 | i | -12 | i | i | i | i | i | i | i | -2 | 2
Cc1cc(C)nc(N2CCN(C(=O)CCC(=O)Nc3nnc(CC(C)C)s3)CC2)n1 | i | -9 | i | i | i | i | i | i | i | 0 | -9
COc1cc(NC(=O)CN2CCN(c3ccccn3)CC2)cc(OC)c1OC | i | -9 | i | i | i | i | i | i | i | 2 | -3
Cc1ccc2nc(N3CCN(S(=O)(=O)c4ccc(C)c(Cl)c4)CC3)c(C#N)cc2c1 | i | -9 | i | i | i | i | i | i | i | -1 | 2
CCOc1ccc(CCNC(=O)Nc2ccccc2C)cc1OCC | i | -4 | i | i | i | i | i | i | i | 3 | -2
COc1cc([N+](=O)[O-])cc(/C=N/N(CCC#N)C(C)=O)c1O | i | -5 | i | i | i | i | i | i | i | 10 | -27
S=c1[nH]ncn1-c1ccccn1 | i | -2 | i | i | i | i | i | i | i | 9 | 3
O=C(CNC(=O)c1ccccc1)OCc1cccc(Br)c1 | i | -3 | i | i | i | i | i | i | i | -6 | -4
Cc1ccc(OCC(=O)N(C)Cc2ccccc2)c([N+](=O)[O-])n1 | i | -10 | i | i | i | i | i | i | i | -2 | 5
O=C(NNc1ccccn1)c1ccc(Cl)nc1 | i | -1 | i | i | i | i | i | i | i | -6 | 5
O=C(CCSc1ccccc1)Nc1ccccc1Br | i | -5 | i | i | i | i | i | i | i | -2 | 2
COc1ccc(Cl)c(Cn2c(NCCCN(C)C)nc3c2c(=O)n(C)c(=O)n3C)c1 | i | -6 | i | i | i | i | i | i | i | 0 | 1
O=C(c1cc2ccccc2o1)N1CCN(c2ccccc2Cl)CC1 | i | -2 | i | i | i | i | i | i | i | 4 | 37
CCc1ccc(C2=NN(CCC(=O)NC3CCCCCC3)C(=O)CC2)cc1 | i | -9 | i | i | i | i | i | i | i | -1 | -8
CCC(=O)Nc1ccc(N2CCN(S(C)(=O)=O)CC2)cc1 | i | -8 | i | i | i | i | i | i | i | 4 | 2
C=C(C)CSc1nnc(CCCCCNC(=O)OC(C)(C)C)o1 | i | -7 | i | i | i | i | i | i | i | 0 | -2
CCOc1ccc(C(C(=O)NC2CCCC2)N(CCOC)C(=O)CNC(=O)c2ccco2)cc1 (stereo not drawn) | i | -5 | i | i | i | i | i | i | i | 0 | -1
CCN(CC)S(=O)(=O)c1ccc2c(c1)nc(SCC(N)=O)n2-c1ccc(OC)cc1 | i | -13 | i | i | i | i | i | i | i | ? | -2
COc1ccc(NC(=O)CSc2cc(C)ccc2C)cn1 | i | -4 | i | i | i | i | i | i | i | 8 | 1
Cc1nc([N+](=O)[O-])cn1CC(=O)Nc1ccc(F)c(Cl)c1 | i | -10 | i | i | i | i | i | i | i | -5 | 1
O=C(C1=C(O)C(=O)N(c2ncccn2)C1c1ccc(Cl)cc1)c1ccco1 (stereo not drawn) | i | -9 | i | i | i | i | i | i | i | 8 | 5
COc1cccc(NC(=S)NNC(=O)Cn2nc([N+](=O)[O-])cc2C)c1 | i | -3 | i | i | i | i | i | i | i | -2 | -3
CC(=O)NNC(=O)c1cc2c3ccccc3n(C)c2s1 | i | -1 | i | i | i | i | i | i | i | 1 | 2
O=C(COc1ccccc1)N(Cc1ccccc1)c1nc(-c2ccccc2)cs1 | i | -7 | i | i | i | i | i | i | i | -7 | -5
O=C(NCCOc1ccccc1)c1ccccc1NC(=O)C1CCCO1 (stereo not drawn) | i | -16 | i | i | i | i | i | i | i | -2 | 6
CCOC(=O)c1c(NC(=S)Nc2ccccc2)sc2c1CCN(C)C2 | i | -15 | i | i | i | i | i | i | i | 2 | -3
CCC/C(O)=C1\C(=O)CCCC1=NCCc1c(C)[nH]c2ccc(OC)cc12 | i | -10 | i | i | i | i | i | i | i | -2 | -2
COc1cc(NC(=O)c2ccno2)cc(C(=O)Nc2cccc(C(F)(F)F)c2)c1 | i | -17 | 9* | i | i | i | i | i | i | 19 | 6
O=[N+]([O-])c1cccc(/C=N\N2CCN(Cc3ccccc3Cl)CC2)c1 | i | -1 | 6* | i | i | i | i | i | i | -2 | 7
Nn1c(Nc2ccccc2)nc2ccccc2c1=O | i | -7 | i | i | i | i | i | i | i | 1 | -5
CN(C)/C=C/C(=O)c1cnc(-c2cccc(Cl)c2)s1 | i | 2 | i | i | i | i | i | i | i | -2 | 8
Clc1ccc(OCc2nc(-c3ccncc3)no2)c(Br)c1 | i | -5 | i | i | i | i | i | i | i | 10 | -2
Nn1c(SCc2cccc(F)c2)nnc1-c1cccnc1 | i | -6 | i | i | i | i | i | i | i | 1 | -3
CCCC(=O)N1CC(=O)Nc2ccc(F)cc2C1c1ccccc1 (stereo not drawn) | i | 2 | i | i | i | i | i | i | i | 0 | 1
COc1ccnc(Oc2ccccc2)c1C(N)=O | i | -4 | i | i | i | i | i | i | i | -4 | 5
COc1cc(C2NC(=O)CCC2[N+](=O)[O-])c(OC)cc1Br (stereo not drawn) | i | -3 | i | i | i | i | i | i | i | 1 | -3
Cc1ccc(C(=O)Nc2ccncc2)cc1S(=O)(=O)N1CCOCC1 | i | -5 | i | i | i | i | i | i | i | -2 | -5
CC(=O)NC(CC(=O)c1ccc([N+](=O)[O-])cc1)C(Cl)(Cl)Cl (stereo not drawn) | i | -6 | i | i | i | i | i | i | i | -3 | -2
CN(CCc1ccccn1)C(=O)CC1C(=O)NCCN1Cc1ccccc1C(F)(F)F (stereo not drawn) | i | -13 | i | i | i | i | i | i | i | -2 | -1
CNc1ccc(NC(C)=O)cc1[N+](=O)[O-] | i | -4 | i | i | i | i | i | i | i | 2 | 3
COc1cc(CN2CC(=O)N(c3ccc(C)c(C)c3)C2=S)cc(OC)c1OC | i | -8 | i | i | i | i | i | i | i | 1 | -2
CCCCCCCCn1cc(C(C)=O)c(=O)[nH]c1=O | i | -2 | i | i | i | i | i | i | i | 3 | 4
COCC(=O)NCc1ccc2c(c1)OCO2 | i | -4 | i | i | i | i | i | i | i | 0 | -2
CCC1(CC)NC(=O)N(CC(=O)OC(C)C(=O)Nc2cc([N+](=O)[O-])ccc2OC)C1=O (stereo not drawn) | i | -8 | i | i | i | i | i | i | i | 7 | 15
COC(=O)c1cc(OC)c(OC)cc1NC(=O)c1c(-c2ccccc2Cl)noc1C | i | 1 | i | i | i | i | i | i | i | 2 | 5
COc1cc(OC)c(-c2sc(Nc3ccccc3)n[n+]2-c2ccc(F)cc2)cc1OC | i | -2 | i | i | i | i | i | i | i | 3 | 5
O=C(NCCNC(=O)c1cc(Cl)ccc1Cl)c1ccco1 | i | -10 | i | i | i | i | i | i | i | -11 | -1
Cc1cc(NC(=O)CSc2nnc3c(C)cc4ccccc4n23)no1 | i | -6 | i | i | i | i | i | i | i | -1 | 1
CCN1CCCC1CNC(=O)c1ccc2c(c1)N(Cc1cccc(Cl)c1)C(=O)c1ccccc1S2(=O)=O (stereo not drawn) | i | -13 | i | i | i | i | i | i | i | -1 | -1
Cc1ccc(C)n1CCN1CCN(CC(=O)Nc2cc(C(F)(F)F)ccc2Cl)CC1 | . | -8 | i | i | i | i | . | i | . | . | 2
O=C(O)c1ccc2c(=O)n3c(nc2c1)/C(=C/c1ccc(F)cc1)CC3 | i | -1 | i | i | i | i | i | i | i | 0 | 18
CCOC(=O)CSc1nc2cc(C(=O)NCc3ccco3)ccc2c(=O)n1C1CCCCC1 | i | -7 | i | i | i | i | i | i | i | 3 | -15
CCN(CC)S(=O)(=O)c1ccc(C(=O)Nc2ccc(OCC(=O)N3CCOCC3)cc2)cc1 | i | 1 | i | i | i | i | -12* | i | i | 0 | -6
CS(=O)(=O)c1ccc(Cl)c(NC(=O)c2cccc(-n3cnnn3)c2)c1 | i | -8 | i | i | i | i | i | i | i | 2 | 1
CC(C)(CNC(=O)c1cc(-c2ccc(Cl)s2)nc2ccccc12)N1CCOCC1 | i | -28 | i | i | i | i | i | i | i | -18 | -1
COc1ccc(Nc2ncnc3ccc([N+](=O)[O-])cc23)c(OC)c1 | i | -2 | i | i | i | i | i | i | i | -4 | -1
COc1ccc(N(C)C(=O)c2cn(CC(C)C)c(=O)c3cc(OC)c(OC)cc23)cc1 | i | -14 | i | i | i | i | i | i | i | 10 | -3
COc1ccc(S(=O)(=O)NC(C)C(=O)NCc2cccnc2)cc1Cl (stereo not drawn) | i | -3 | i | i | i | i | i | i | i | 0 | 4
COc1ccc(/C=N/NC(=O)c2ccoc2C)cc1COc1ccc(Cl)cc1 | i | -12 | i | i | i | i | i | i | i | 4 | 33

An unsorted share of the library. About 6.3% of those tested had a hit in this group.
